Screens (PubChem BioAssay)
HTR1E antagonist: blocks the human 5-HT1E serotonin receptor; 0.99% of 65,000 active; P28566; AID 571; inhibition, % at 6 µM; CHO 5-HT1E Ga15 NFAT-bla reporter, FRET, antagonist;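 active means inhibition above a set limit, the mean inhibition across every tested compound plus 3 SD, cut at about 29% in these data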;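 further: signal is the 460 over 535 nm emission ratio of beta-lactamase substrate; 0% = agonist plus DMSO wells and 100% = wells without agonist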
MMP-13 inhibitor: blocks human MMP13 activity | AID 570 | P45452 | inhibition, % at 4 µM | MMP-13 fTHP FRET cleavage, Mca fluorescence | 0.07% of 65,000 active;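 active means inhibition above the mean of compound-free control plate wells plus 3 SD, cut at about 14% in these data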;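 further: 0% = DMSO wells and 100% = wells with reference MMP-13 inhibitor after basal subtraction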
SF1 activator: SF-1 (human) activation; 1.9% of 65,000 active; AID 522; Q13285; CHO-K1 Gal4-SF-1 LBD luciferase reporter; % increase over DMSO SF-1-specific signal; activation, % at 10 µM;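 active means activation above the mean activation of all tested compounds plus 3 SD, cut at about 50% in these data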
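Material: Transient Gal4-SF-1 LBD reporter, CHO-K1 | Input: 4,000 cells/well | Dosing: One dose, 10 µM compound, 1% DMSO | Incubation: 20 h compound treatment, 37 °C | Detection: SteadyLite luciferase luminescence | Evaluation: Percent activation relative to DMSO median and mock-transfected background | Benchmarks: DMSO-treated SF-1-transfected cells as negative, DMSO-treated mock-transfected cells lacking SF-1 as background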
RORA act: activators of human nuclear receptor RORA; P35398; CHO-K1 Gal4-RORA LBD luciferase reporter, luminescence; percent increase over mock-subtracted basal signal; activation, % at 10 µM; 1.5% of 65,000 active; AID 560;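 active means activation above the mean of all tested compounds plus 3 SD, cut at about 49% in these data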;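 further: 0% = DMSO-treated RORA cells and 100% = added signal equal to DMSO minus mock-transfected cells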
Target sequence (P35398 whole entry, looked up, the tested form may be a part): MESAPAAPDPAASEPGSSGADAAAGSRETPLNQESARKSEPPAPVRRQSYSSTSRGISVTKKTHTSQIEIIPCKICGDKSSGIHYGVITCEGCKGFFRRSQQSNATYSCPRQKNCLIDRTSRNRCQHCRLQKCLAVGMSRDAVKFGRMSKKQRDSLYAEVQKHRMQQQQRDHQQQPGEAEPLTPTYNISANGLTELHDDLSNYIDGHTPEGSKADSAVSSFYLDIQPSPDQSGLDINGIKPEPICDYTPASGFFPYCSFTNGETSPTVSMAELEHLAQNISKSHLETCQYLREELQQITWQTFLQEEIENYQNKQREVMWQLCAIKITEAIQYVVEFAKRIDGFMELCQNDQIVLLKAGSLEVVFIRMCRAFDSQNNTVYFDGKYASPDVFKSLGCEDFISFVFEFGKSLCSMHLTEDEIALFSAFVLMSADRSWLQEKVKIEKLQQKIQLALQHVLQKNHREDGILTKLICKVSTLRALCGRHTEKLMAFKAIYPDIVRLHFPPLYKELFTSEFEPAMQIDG
HTR1E agonist: activates the human 5-HT1E serotonin receptor; 0.69% of 65,000 active; CHO 5-HT1E Ga15 NFAT-bla reporter, FRET; 0% DMSO wells, 100% control agonist wells; P28566; AID 574; activation, % at 6 µM;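 active means activation above a set limit, the screen-wide mean activation plus 3 SD, cut at about 8.5% in these data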;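 further: 100% = positive control agonist at 1 µM giving full maximal response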
5-HT1A blocker: 5-HT1a (human) receptor antagonism. P08908. CHO 5-HT1a Ga15 NFAT-bla reporter, antagonist mode. inhibition, % at 10 µM. 0.68% of 62,000 active;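 active means inhibition above the mean of all tested compounds plus 3 SD, cut at about 43% in these data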;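 further: receptor stimulated by 5-CT agonist at 100 nM near EC80; beta-lactamase reporter measured by ratiometric fluorescence of a cleavable substrate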
Target sequence (P08908 whole entry, looked up): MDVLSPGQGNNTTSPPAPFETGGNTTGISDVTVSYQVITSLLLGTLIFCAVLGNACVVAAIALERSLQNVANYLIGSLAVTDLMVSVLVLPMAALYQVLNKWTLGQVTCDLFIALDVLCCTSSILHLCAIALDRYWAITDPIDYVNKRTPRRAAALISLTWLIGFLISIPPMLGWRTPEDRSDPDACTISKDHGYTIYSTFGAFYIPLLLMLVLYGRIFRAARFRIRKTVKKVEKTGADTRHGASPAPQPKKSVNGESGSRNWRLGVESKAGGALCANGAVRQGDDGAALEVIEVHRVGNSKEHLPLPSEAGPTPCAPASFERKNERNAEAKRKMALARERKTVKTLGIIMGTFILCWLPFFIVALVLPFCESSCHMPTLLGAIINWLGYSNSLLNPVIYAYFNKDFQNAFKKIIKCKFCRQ
HTR1A agonist: agonists of human 5-HT1a serotonin receptor; CHO 5-HT1a Ga15 NFAT-bla reporter, FRET ratio; 0% basal, 100% maximal reference agonist; activation, % at 10 µM; 0.56% of 65,000 active; P08908;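 active means activation above the screen-wide mean activation plus 3 SD, cut at about 19% in these data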;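 further: 0% = DMSO wells and 100% = 5-CT at EC100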
Ecoli tolC: blocks growth of E. coli BW25113 tolC mutant. OD615. AID 573. 2.2% of 65,000 active. growth inhibition, % at 10 µM (by protocol);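 active means growth inhibition at or above a cutoff equal to the mean over every tested compound plus 3 SD, cut at about 60% in these data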;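 further: growth measured after 20 h incubation at 37 °C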
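Assay system: tolC-deleted E. coli BW25113. Medium: kanamycin-containing LB broth (50 µg/mL). Dosing: 10 µM final, single dose. Timing: bacterial growth with compound for 20 h at 37 °C. Detection: A615 absorbance measurement. Read-out basis: growth inhibition in percent.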
NADH coupling: inhibition of NAD/NADH coupling enzymes, library profiling; AID 774; 0.02% of 65,000 active; IC50, µM (doses to about 10 µM), for inactives: at the top dose inhibition; coupled PK/LDH NADH assays, four targets;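 active means single-dose screening hits from any of four coupled enzyme assays that gave an IC50 when retested across doses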;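 further: the DPM-DC format reads NADH fluorescence rather than 340 nm absorbance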
Active calls of the source: *; . = no result given; [ ] = another dose, or the depositor's remark.

mol,HTR1E antagonist,MMP-13 inhibitor,SF1 activator,RORA act,HTR1E agonist,5-HT1A blocker,HTR1A agonist,Ecoli tolC,NADH coupling
Cc1ccc(N(CC(=O)Nc2ccc(F)c(Cl)c2)S(=O)(=O)c2c(C)noc2C)cc1,2,3,-8,-5,-0.4,3,1.2,-19,6%
COc1ccc(CN(C(=O)CN2C(=O)C(C)Oc3ccccc32)C2CCCC2)c(OC)c1 (centres undefined),-2,-9,-3,-15,0.4,18,-1.2,67*,4%
O=C(Nc1ccccc1F)N(CCCN1CCOCC1)Cc1cc2cc3c(cc2[nH]c1=O)OCCO3,-9,-34,12,21,1.6,-23,2.5,-8,10%
O=C(CSCCO)Nc1ccc(C2CCCCC2)cc1,-3,5,3,-8,-0.8,1,-4.5,12,3%
c1ccc(-c2ccc(-c3nc(-c4ccncc4)no3)cc2)cc1,-4,3,7,7,0.3,-24,-0.4,4,5%
CCN(c1ccc2c(c1)OCO2)S(=O)(=O)c1cc(Br)cc2c1N(C(=O)C1CC1)CC2,0,1,12,6,-0.7,6,0.1,28,4%
NC1=NC(=Nc2ccccc2)c2ccccc21,-10,3,9,-6,-0.1,-11,-3.9,-24,9%
O=C(CCN1CCc2ccccc2C1)Nc1cccc(F)c1,-6,-4,-15,-4,1.3,0,0.9,-3,0%
C/C=C/Cn1c(SCc2ccccc2)nc2c1c(=O)[nH]c(=O)n2C,14,-2,9,-16,0.3,0,-1.3,10,4%
O=C(NC1CCCCC1)C1CCCN1S(=O)(=O)c1cccc2nsnc12 (centres undefined),10,1,-8,-6,-1.0,-6,-2.1,-4,5%
O=C(C1CCCN(S(=O)(=O)c2cccc3nonc23)C1)N1CCC(Cc2ccccc2)CC1 (centres undefined),-1,3,-22,-17,-0.2,7,-1.3,30,4%
Cc1cccc(-n2cnc3cc(C(=O)N4CCCCC4)ccc32)c1,-5,2,55*,16,-0.3,-7,45*,7,4%
COc1ccc(CC(=O)NCc2nnc(SCC(=O)N3CCN(c4ccccc4)CC3)n2C)cc1,-3,3,0,0,0.3,-14,-1.1,5,1%
Cc1cc(OC(=O)N2CCOCC2)cc(C)c1Cl,-1,0,3,7,-0.3,-11,-2.6,3,1%
Cn1nnnc1SCC(=O)N1CCN(Cc2ccccc2)CC1,3,6,-17,-9,0.3,-10,-4.7,-18,7%
O=C(O)c1c[nH]c2ccc(S(=O)(=O)N3CCN(c4ccc(F)cc4)CC3)cc2c1=O,-9,2,-4,-5,2.2,-8,3.6,4,2%
COc1ccc(OCC(O)CN2C(=O)c3ccccc3S2(=O)=O)cc1 (centres undefined),22,3,21,16,-0.1,0,-2.9,-1,0%
CC1(C)CC(=O)C=C(NCCCN2CCCC2=O)C1,6,4,2,-15,1.3,4,1.4,-15,5%
COCCNC(=O)CNS(=O)(=O)c1ccc2nc(C)sc2c1,5,4,4,-6,-0.6,0,0.2,-14,4%
CCc1c(C#N)c(N)nc(SCC(=O)OCc2ccccc2)c1C#N,2,-6,2,-6,-0.1,-20,-0.8,-7,3%
Cc1ccc(-c2noc(CCC(=O)N(C)c3ccccc3C)n2)cc1,0,2,-16,-19,-0.4,8,-1.6,11,9%
O=C(OCn1nnc2ccccc2c1=O)c1cn(-c2ccccc2)nc1-c1cccnc1,8,3,-6,-15,1.2,-12,4.1,15,7%
O=C1c2ccc(-c3nc4ccccc4o3)cc2C(=O)N1Cc1cccnc1,10,1,9,3,0.1,14,-1.4,-5,1%[fluoresces]
CCS(=O)(=O)NCCc1cc2c(OC)ccc(OC)c2[nH]c1=O,6,0,-9,0,-0.1,0,-3.4,-9,5%
Nc1ncnc2c1ncn2CCNCCc1ccccc1,-7,6,-2,-6,-0.1,0,1.2,-14,7%
CCC(=O)Nc1ccc2oc(-c3cccc(C)c3)nc2c1,-2,-258[fluorescence artefact?],-45,-28,-0.2,2,-0.9,43,0%[fluoresces]
CC(C)(C)NC(=O)c1ccc2c(c1)N(CC(=O)N1CCN(c3ccc(F)cc3)CC1)C(=O)C(C)(C)O2,-7,1,11,13,-1.0,-10,-0.2,-12,10%
CN=C(NC#N)SCC(=O)c1ccc(Cl)cc1Cl,20,-9,-12,39,-1.3,3,0.2,12,5%
N#Cc1nc(N)nc(N(c2ccccc2)c2ccccc2)n1,3,5,0,-7,0.1,2,-0.3,-9,2%
NS(=O)(=O)c1ccc(CCNC(=O)c2cncc(Br)c2)cc1,-11,2,4,-3,-0.8,-2,-2.7,-9,6%
COC(=O)[C@H](C)NC(=O)NCc1ccccc1F,4,1,-7,-11,0.1,16,-5.2,-14,5%
Cc1cc(-n2c(C)cc(C(=O)CN3C(=O)NC4(CCCC4)C3=O)c2C)no1,-3,3,32,0,0.5,0,-2.3,-5,6%
Cc1cc(NC(=O)CN2CCC(n3nnc4cc(C(F)(F)F)ccc43)CC2)no1,-8,1,-9,24,0.2,-4,-4.8,-4,6%
CCN1CCN(Cc2nc3c(c(=O)n(C)c(=O)n3C)n2CCc2ccccc2)CC1,-1,4,-9,0,1.1,6,-1.4,-18,1%
O=C(Nc1ccc(S(=O)(=O)NCc2ccccc2)cc1)Nc1ccc2c(c1)OCO2,-8,-6,31,17,1.1,-4,-2.4,-7,5%
Cn1c(CCNC(=O)C(C)(C)C)nc2ccccc21,-14,4,-9,-1,-0.1,-10,0.5,-12,2%
O=S(=O)(NCC(c1cccnc1)N1CCN(Cc2ccccc2)CC1)c1ccccc1 (centres undefined),1,-2,-4,4,-0.1,6,-4.0,5,10%
CCOC(=O)CSc1nnc(CNc2nc(-c3ccccc3)cs2)n1C,-9,-3,11,-4,1.2,8,-1.5,10,9%
CC1CCN(c2nc(-c3ccco3)c3c(c2C#N)CC(C)(C)OC3)CC1,-1,2,-35,18,0.3,14,3.1,27,11%[fluoresces]
CCOC(=O)CCc1c(C)nc(SCCCn2c(=O)[nH]c3ccccc32)c(C#N)c1C,6,1,-9,8,-0.2,-4,2.2,32,0%
COCCn1nnnc1C(c1cc2cc(C)cc(C)c2[nH]c1=O)N1CCN(c2ccccc2F)CC1 (centres undefined),-5,-2,20,-10,-0.1,0,0.8,-3,4%
CC1=CC(C)(C)N(C(=O)c2ccccc2)c2ccccc21,-2,-6,8,7,-0.8,7,-2.7,49,0%
O=C(Nc1ccc2c(c1)OC1(CCCC1)O2)C1CC1,-6,4,10,16,0.3,0,1.5,14,5%
CCOC(=O)c1csc(NC(=O)CSc2nnnn2CC)n1,-2,0,2,8,0.6,2,-0.8,14,6%
O=C(c1cn(-c2ccccc2)nc1-c1ccncc1)n1nnc2ccccc21,-5,-6,-1,-13,0.7,-4,-2.6,-11,4%
CCN(CC)c1ccc(NC(=O)c2ccccc2F)cc1,10,1,74*,70*,-0.1,25,-1.3,21,1%
CSC1CCCCC1(O)CSc1nc2ccccc2o1 (centres undefined),2,4,-5,2,-0.1,-10,-0.5,23,4%
Cc1ccc(SCC(=O)NCc2ccco2)cc1,-11,2,11,11,-1.5,2,-0.5,-14,5%
CCn1c(CNc2ccc(OC)cc2)nnc1SCC(=O)c1ccc(OC)cc1,0,-1,-10,24,0.6,10,-2.0,12,1%
O=C(NCc1ccco1)c1cccc(-c2nnc(-c3ccccc3)o2)c1,-5,-4,8,5,-0.3,2,0.8,29,1%
COc1ccc(-n2nnnc2SCC(=O)Nc2cccc(NC(C)=O)c2)cc1OC,2,2,-17,8,1.0,7,-3.9,1,4%
COc1ccc(NC2CC(=O)N(C)C2=O)cc1 (centres undefined),0,0,11,-6,-0.4,.,0.0,11,3%
COc1ccc(NC(=O)C2CCN(c3cc(-c4ccccc4)nc4ncnn34)CC2)cc1OC,21,-2,10,-8,-0.7,13,3.5,6,8%
COc1ccc(N2CCN(Cc3nc4c(c(=O)[nH]c(=O)n4C)n3CCCc3ccccc3)CC2)cc1,9,1,15,-2,0.9,-10,-2.8,-4,1%
Cc1cc2nc(-c3cccc(NC(=O)c4ccc(Br)o4)c3C)oc2cc1C,-8,-6,1,-16,-1.2,-9,-2.4,9,4%
CSc1cccc(NC(=O)c2ccco2)c1,12,3,34,34,-0.8,30,-1.0,-11,9%
COc1ccc(NC(=O)N(CCN2CCCC2)Cc2cc3cc(OC)c(OC)cc3[nH]c2=O)cc1,-7,-12,-9,-9,-1.3,-13,-3.7,-12,9%
CN(C)CCCN1C(=O)C(=O)/C(=C(/O)c2ccncc2)C1c1cccc(Br)c1 (centres undefined),4,-2,1,15,0.0,6,0.0,-15,4%
O=C(O)c1cc(-c2ccncc2)nc2ccc(S(=O)(=O)N3CCOCC3)cc12,-3,-1,5,-14,0.6,-3,1.9,-16,3%
CC(C)(C)NCCCCOc1ccc(F)cc1,-6,3,-4,-14,0.4,4,-1.3,-11,1%

Later entries
mol,HTR1E antagonist,MMP-13 inhibitor,SF1 activator,RORA act,HTR1E agonist,5-HT1A blocker,HTR1A agonist,Ecoli tolC,NADH coupling
CCSc1nnc(Cn2c(=O)sc3ccccc32)n1-c1ccc(OC)cc1,-4,3,14,-17,1.3,-6,-2.0,3,5%
CC1CCN(C(=O)CN(C2CCCCC2)S(C)(=O)=O)CC1,-2,-8,-2,-17,0.4,-1,-0.6,-9,4%
CCOC(=O)Cn1c(S(=O)(=O)Cc2ccccc2)nc2ccccc21,-10,11,-4,-14,0.3,6,-2.1,-1,6%
O=C(CSC1=NCCS1)Nc1ccnc2ccccc12,18,2,-67,-73,1.0,18,-0.8,6,4%
CS(=O)(=O)c1ccc2nc(NC(=O)C3CCCCC3)sc2c1,8,3,29,45,0.1,-6,-0.6,18,5%
O=C(C(NS(=O)(=O)c1cccc2nsnc12)c1ccccc1)N1CCN(c2ccccn2)CC1 (centres undefined),-8,7,2,-10,0.7,-6,-2.1,9,6%
CCOC(=O)CNc1c(-c2ccc(O)cc2)nc2ccc(Cl)cn12,13,-2,25,28,-0.5,22,0.5,12,7%
COC(=O)C1=C(N)Oc2cc(C)n(Cc3cccnc3)c(=O)c2C1c1cccc(OC)c1OC (centres undefined),-1,-2,-9,-24,1.1,-7,1.5,-38,9%
CC1NC(=O)N(C)C2NC(=O)N(C)C(c3ccccc3)C12 (centres undefined),7,4,-2,-8,-1.3,7,-2.0,.,8%
COCCn1c(SCc2nnc(-c3ccccc3)o2)nc2sc3c(c2c1=O)CCC3,1,4,-12,17,-0.9,-4,-0.7,20,7%
S=c1nc(-c2ccccc2)[nH]n1-c1ccccc1,17,-2,25,36,-0.2,.,2.5,1,6%

For reference, some entries already given.
mol,HTR1E antagonist,MMP-13 inhibitor,SF1 activator,RORA act,HTR1E agonist,5-HT1A blocker,HTR1A agonist,Ecoli tolC,NADH coupling
CS(=O)(=O)c1ccc2nc(NC(=O)C3CCCCC3)sc2c1,8,3,29,45,0.1,-6,-0.6,18,5%
O=C(C(NS(=O)(=O)c1cccc2nsnc12)c1ccccc1)N1CCN(c2ccccn2)CC1 (centres undefined),-8,7,2,-10,0.7,-6,-2.1,9,6%
